Screening data deposited in PubChem BioAssay by several laboratories.
PPC-1+TRAIL kill – compounds killing PPC-1 cancer cells with TRAIL present, primary screen, TRAIL potentiator project, ATPLite luminescence, uHTS; cell killing (% activity), % at 4 µM; PPC-1 cells + TRAIL, ATPLite viability luminescence; actives 0.41% (n = 220,000);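 active = cell killing above 50% in the first pass at 4 µM, then a duplicate retest at 5 µM averaging 50% or more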;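 note: plate controls were cells with TRAIL plus DMSO for no effect and medium-only wells lacking cells for full effect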
TRPML3 ag – human TRPML3 channel agonists, primary screen, cell-based, HEK293 TRPML3-YFP, Fluo-8 calcium fluorescence, 3 µM; AID 1448, 2008; actives 0.29% (n = 220,000); 100% = the carbachol control signal; activation, % at 3 µM; Mucolipin-3 (Homo sapiens), Q8TDD5;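 active = activation above its plate's cutoff, the mean activation of the plate's test wells plus 3 SD, cut at about 12% in these data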;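 note: 0% = DMSO only wells and 100% = carbachol wells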
Target sequence (Q8TDD5 whole entry, looked up): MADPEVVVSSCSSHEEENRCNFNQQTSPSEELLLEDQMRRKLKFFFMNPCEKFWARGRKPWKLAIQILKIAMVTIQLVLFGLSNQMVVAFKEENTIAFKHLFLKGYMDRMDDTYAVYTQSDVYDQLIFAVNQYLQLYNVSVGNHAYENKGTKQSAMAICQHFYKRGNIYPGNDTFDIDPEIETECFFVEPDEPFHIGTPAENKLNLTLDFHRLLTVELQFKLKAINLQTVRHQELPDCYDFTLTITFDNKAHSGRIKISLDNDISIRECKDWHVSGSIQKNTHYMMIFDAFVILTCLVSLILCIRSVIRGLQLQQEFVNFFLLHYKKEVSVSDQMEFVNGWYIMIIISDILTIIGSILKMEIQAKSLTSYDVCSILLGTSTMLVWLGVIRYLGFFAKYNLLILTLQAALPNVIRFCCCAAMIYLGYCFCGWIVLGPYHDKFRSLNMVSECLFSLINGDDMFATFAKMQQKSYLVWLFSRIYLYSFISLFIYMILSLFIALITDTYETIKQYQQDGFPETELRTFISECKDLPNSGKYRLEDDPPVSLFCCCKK
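Test system: TRPML3-YFP stable HEK293 cells. Doses: single point at 3 µM. Incubation: dye loading 1 h 37 °C then 30 min ambient, 125 s read. Signal: Fluo-8 calcium dye fluorescence, ex 470-495, em 515-575 nm. Measure: percent activation from peak-to-basal fluorescence ratio, scaled between DMSO and carbachol.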
TRPN1 ag – zebrafish TRPN1 channel agonists, primary screen, cell-based, HEK293, calcium fluorescence; actives 0.18% (n = 220,000); transient receptor potential cation channel N1 (TRPN1/NompC), Danio rerio; activation, % at 3 µM; HEK293 zebrafish TRPN1-YFP, Fluo-8 calcium fluorescence; 100% = response to 87 µM carbachol;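 active = activation above its plate's cutoff, the mean activation of test wells on that plate plus 3 SD, cut at about 19% in these data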;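 note: 0% = DMSO alone and 100% = 87 µM carbachol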
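Material: zebrafish TRPN1-YFP in HEK293 cells; Doses: single test compound dose, 3 µM nominal, 0.3% DMSO; Timing: dye loading 1 h at 37 °C, then 30 min room temperature; Technique: intracellular calcium fluorescence with Fluo-8; Benchmarks: high carbachol 87 µM, low DMSO alone.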
TNF death inh – inhibitors of TNF-alpha triggered necroptosis, primary screen, cell-based, Jurkat FADD-/-, single concentration | Jurkat FADD-/- TNF necroptosis rescue, ATP luminescence, 24 h; 0 = TNF only, 100 = no-TNF cells | activation (protection from cell death), % at 10 µM | actives 0.068% (n = 220,000) | AID 463075, 2010;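 active = activation, meaning protection from cell death, of at least 50% relative to plate controls; inactive = activation below 50%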;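 note: necroptosis triggered by 40 ng/mL TNF-alpha added together with compound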
CHOP inhibitor – inhibitors of CHOP promoter induction, primary screen, cell-based, unfolded protein response, luciferase reporter; CHO-K1 CHOP-promoter luciferase, tunicamycin-induced, 15-18 h; inhibition, % at 10 µM; actives 3.8% (n = 220,000);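 active = compounds that reduced the stress-induced luciferase reporter signal by more than about 70% of percent inhibition, limit read from the data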;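 note: 0% = tunicamycin plus vehicle and 100% = wells without tunicamycin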
RBBP9 inhibitor – human RBBP9 inhibitors, primary screen, biochemical, fluorescence polarization, FP-Rh probe, HTS | Serine hydrolase RBBP9 (Homo sapiens), O75884 | recombinant RBBP9 | inhibition, % at 7.94 µM | actives 0.2% (n = 220,000) | AID 1515, 2009;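 active = inhibition above the campaign mean of all tested compounds plus 3 SD, cut at about 14% in these data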;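 note: plate controls were DMSO wells with RBBP9 for no effect and wells lacking RBBP9 protein for full effect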
Target sequence (O75884 whole entry, looked up): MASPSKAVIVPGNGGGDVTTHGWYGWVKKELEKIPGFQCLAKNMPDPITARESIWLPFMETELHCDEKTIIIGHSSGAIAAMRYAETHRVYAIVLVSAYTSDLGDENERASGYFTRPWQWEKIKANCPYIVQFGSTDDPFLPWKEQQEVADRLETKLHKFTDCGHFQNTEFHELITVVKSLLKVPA
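Controls: DMSO-treated enzyme wells and wells lacking RBBP9 | Material: RBBP9 protein | Technique: Fluorescence polarization | Replication: Single well per compound, no replicates | Buffer or medium: Tris-NaCl-Pluronic buffer, pH 8.0 | Timing: 30 min compound preincubation, 45 min probe labeling, 25 °C | Read-out basis: Percent inhibition from mP, scaled between DMSO and no-protein wells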
BaF3 tox – parental Ba/F3 cell viability inhibition, counter-screen for JAK2V617F inhibitor project, murine pro-B, CellTiter-Glo luminescence; CellTiter-Glo ATP luminescence; inhibition, % at 5.6 µM; actives 1.1% (n = 220,000); AID 1486, 2009;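 active = inhibition above a per-campaign cutoff, the mean inhibition of all tested compounds plus 3 SD, cut at about 27% in these data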;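 note: 0% = DMSO wells and 100% = JAK Inhibitor I control wells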
Ba/F3 V617F tox – reduced viability of JAK2V617F-dependent Ba/F3 cells, primary screen, JAK2V617F inhibitor project, cell-based, Ba/F3 EpoR-JAK2V617F, luminescence | ATP luminescence | inhibition, % at 5.6 µM | actives 1.1% (n = 220,000);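 active = inhibition above the campaign mean plus 3 SD over all tested compounds, cut at about 24% in these data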;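 note: cytokine-independent growth of Ba/F3 cells driven by EpoR plus mutant JAK2; 0% = DMSO-treated cells and 100% = JAK inhibitor I control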
Wee1 degr inh – Wee1 degradation inhibitors, primary screen, cell-based, HeLa, Wee1K328M-luciferase, luminescence; HeLa Luc-Wee1K328M stability; 100% = proteasome inhibitor MG132 effect; reporter increase, % at 5 µM; Wee1-like protein kinase (Homo sapiens), P30291; actives 1.2% (n = 220,000);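 active = activation above the mean of all tested compounds plus 3 SD, set per screening run, cut at about 8.8% in these data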;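 note: cells exposed to compound for 20 h before luminescence read; 0% = DMSO alone and 100% = MG132 at 30 µM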
* hit, by the source's call; & = joins results of further samples. A portion of the library; count on the stated rates, not on these rows.

SMILES | PPC-1+TRAIL kill | TRPML3 ag | TRPN1 ag | TNF death inh | CHOP inhibitor | RBBP9 inhibitor | BaF3 tox | Ba/F3 V617F tox | Wee1 degr inh
COc1ccc(-c2cc(=Nc3cccc(C(=O)O)c3)c3cc(C)ccc3o2)cc1 | 43.3 | -0.8 | 0.0 | -0.9 | -29.2 | -5.2 | 3.5 | 0.6 | 1.9
CC(C)c1oc(=O)cc2c1[C@@H](O)[C@H]1OC(=O)[C@@]3(C)CC[C@@H](O)[C@@]2(C)C13 (stereo partly drawn) | 28.1 | 1.1 | 2.8 | -16.8 | 9.7 | -8.0 | 19.9 | 18.1 | 7.1
CC(=O)OC1(c2ccccc2)CCN(C)C(C)C1C (stereo not drawn) | -2.1 | 1.1 | -0.5 | -0.1 | 13.7 | -2.5 | 2.9 | 0.9 | -1.8
C[C@]12CC[C@@H](O)C[C@@H]1CC[C@@H]1[C@@H]2CC[C@]2(C)[C@@H](O)CC[C@@H]12 | 8.3 | 0.8 | -0.6 | -0.8 | 11.8 | -4.0 | 4.5 | -3.7 | -0.2
Cc1ccc2c(c1)[C@@H]1CN(C)CC[C@@H]1N2C(=O)Nc1cccc(C(F)(F)F)c1 | -11.3 | 1.0 | 0.6 | 5.8 | 4.6 | -1.4 | 5.0 | -0.3 | -1.4
CCCn1cc(C(=O)O)cn1 | -15.5 | 0.7 | 1.1 | -0.3 | 8.9 | 2.3 | 0.9 | -1.4 | -3.4
Cc1ccc(-n2c(O)c(C=NC3CCCC3)c(=O)[nH]c2=O)c(C)c1 | -5.2 | -0.1 | 0.6 | -2.6 | -7.3 | -9.4 | 8.0 | 3.1 | 0.7
COc1ccc(OC)c(CC(=O)O)c1 | 14.3 | -0.3 | 0.0 | -0.7 | -8.2 | -7.9 | 2.8 | 2.3 | -2.3
CC1CCC(C(=O)NC(C(=O)N2CCC3(CC2)OCCO3)C(C)C)CC1 (stereo not drawn) | 0.8 | -0.5 | 0.3 | -1.1 | 34.6 | 0.5 | 4.9 | -3.2 | 0.9
Cc1[nH]c2ccccc2c1C(=O)C(=O)N1CC2CC(C1)c1cccc(=O)n1C2 (stereo not drawn) | 5.0 | -0.1 | -0.5 | 0.4 | -4.8 | -1.7 | -2.2 | -0.7 | 6.5
CCCCCn1c(NC(=O)c2ccco2)c(C(=O)OCC)c2nc3ccccc3nc21 | 20.0 | 0.0 | -1.0 | -9.1 | -69.9 | -7.9 | 0.7 | 1.6 | 0.0
Cc1cc(O)c(CN2CCN(c3ccccc3)CC2)cc1C | 12.4 | -0.5 | -0.7 | 3.2 | 82.1* | -6.5 | 2.1 | -3.1 | -0.1
C[N+]1(C)CCN(c2ccccc2)CC1 | 1.7 | 0.9 | 0.5 | 0.3 | -10.4&-3.1 | -8.0 | 8.0 | -1.7 | -3.8
N#CCCn1cc(C(=O)Nc2ccc([N+](=O)[O-])cc2)c(-c2ccccc2)n1 | 0.7 | 1.6 | 2.9 | 0.7 | -5.7 | -5.2 | -2.4 | 0.5 | -2.0
CC(=O)N(C1=NCCCS1)c1ccc(F)cc1 | 11.6 | 0.8 | -0.1 | 4.2 | -17.0 | -4.8 | 3.6 | -4.1 | 5.9
NNc1n[nH]c(=S)n1N | 2.3 | -0.2 | -1.2 | -1.3 | -10.1 | -11.9 | 5.3 | -0.8 | -1.7
Cn1c(O)c(C2=NN(C(=O)CCl)C(c3ccccc3)C2)c(=O)n(C)c1=O (stereo not drawn) | 11.8 | 0.3 | -0.8 | 1.7 | 5.5 | -7.9 | 3.8 | -2.0 | 1.2
CCCC(C)C1(CC)C(=O)NC(=O)N=C1N (stereo not drawn) | 1.6 | 0.9 | -0.3 | -0.4 | -10.5 | -1.3 | 6.6 | -2.2 | 5.2
Fc1ccc(CN2CCN(c3ccc(Cl)cc3)CC2)cc1 | -24.6 | 0.6 | -1.7 | 0.3 | 50.6 | -3.6 | 5.6 | -1.8 | 0.9
CCCCSC1=NN1c1nc(N)nc(C)c1CC | -6.3 | -0.1 | -1.7 | 1.9 | 29.2 | -11.3 | 5.1 | -3.1 | -0.7
Cc1ccc(C(=O)Nc2ccc(-n3ccnc3P(=O)(O)c3ccccc3)cc2)cc1 | 12.1 | 1.0 | -0.1 | 0.9 | 3.3 | 2.5 | 6.2 | -1.4 | -2.1
CN1C(=O)N(C)C(=O)C2(Cc3cc(N)ccc3N3CCN(c4ccccc4F)CC32)C1=O (stereo not drawn) | 1.2 | 0.8 | 4.3 | -3.6 | 22.9 | -5.2 | 4.8 | -0.9 | -1.6
Cc1ccc2c(c1)C1CN(C)CCC1N2C(=O)CCCN1C(=O)c2cccc3cccc(c23)C1=O (stereo not drawn) | 20.2 | -0.9 | 0.5 | -0.8 | 6.4 | -11.9 | 2.9 | 8.2 | -0.6
Cc1ccc(NC(=S)NCCc2cnc[nH]2)cc1C | 2.2 | 1.6 | -0.7 | 0.0 | 5.2 | -6.0 | 4.8 | 3.1 | 3.1
O=C(COC(=O)Cc1ccccc1)Nc1ccc(SC(F)F)cc1 | 0.2 | -0.7 | -1.1 | 1.2 | 26.4 | 0.3 | 5.1 | -5.8 | 1.5
O=C(N=Nc1c(O)[nH]c(=O)[nH]c1=O)C1COc2cc3ccccc3cc2O1 (stereo not drawn) | 20.4 | 0.2 | -0.4 | -1.0 | 25.9 | -5.2 | 2.2 | -4.2 | -3.4
COc1ccccc1CCNC1CCC(C(C)(C)C)CC1 (stereo not drawn) | 28.7 | 0.6 | 0.8 | 1.3 | 67.4 | -7.3 | 6.3 | 4.3 | -3.1
CCn1cc(C(=O)c2ccccc2)c2ccccc21 | 13.2 | -1.4 | -2.0 | -3.7 | 36.4 | -6.5 | 0.0 | -4.0 | -0.8
Cc1nn(Cc2ccccc2)c(Cl)c1C(=O)OCC(=O)NCC1CCCO1 (stereo not drawn) | 22.9 | 1.5 | 2.2 | -0.2 | 1.7 | -10.8 | 1.1 | 3.4 | -3.5
CCCn1ncc(CN2CCCC(C(=O)c3cccc(OC)c3)C2)c1C (stereo not drawn) | 14.3 | 0.7 | 0.0 | 1.9 | -14.2 | 1.7 | -0.5 | -4.2 | 1.9

Only TRPN1 ag, for three of the compounds above:
SMILES	TRPN1 ag
CC(=O)OC1(c2ccccc2)CCN(C)C(C)C1C (stereo not drawn)	-0.5
CN1C(=O)N(C)C(=O)C2(Cc3cc(N)ccc3N3CCN(c4ccccc4F)CC32)C1=O (stereo not drawn)	4.3
CC1CCC(C(=O)NC(C(=O)N2CCC3(CC2)OCCO3)C(C)C)CC1 (stereo not drawn)	0.3

Next part:
SMILES | PPC-1+TRAIL kill | TRPML3 ag | TRPN1 ag | TNF death inh | CHOP inhibitor | RBBP9 inhibitor | BaF3 tox | Ba/F3 V617F tox | Wee1 degr inh
COC(=O)c1ccc(NC(=O)CSc2nc3ccc(N4C(=O)C5C6C=CC(C6)C5C4=O)cc3s2)cc1 (stereo not drawn) | 37.6 | 5.2 | 9.6 | -5.8 | 3.2 | -16.9 | 1.4 | -2.1 | -3.3
Cc1nc(SCc2c(Cl)cccc2Cl)nc(OC(=O)N(C)C)c1C | -4.2 | -0.6 | -2.8 | 4.0 | -16.6 | -5.9 | 3.2 | 0.6 | -3.2
O=c1[nH]c(=O)n(Cc2ccco2)c(O)c1C=NCc1ccc2c(c1)OCO2 | 7.4 | -0.2 | 1.0 | -1.1 | -13.3 | -0.6 | 4.4 | 0.8 | 5.2
CC(C)CCNC(=O)c1cc(C(=O)c2cc(F)ccc2O)cn(CCC(C)C)c1=O | 10.1 | 0.9 | 2.9 | 1.1 | 49.0 | 0.7 | 7.8 | 9.8 | -1.7
CN(C)c1ccc(N=Cc2c(O)n(CCC3=CCCCC3)c(=O)[nH]c2=O)cc1 | -4.0 | 0.7 | 0.0 | 1.4 | -29.3 | -8.5 | 4.2 | 0.7 | 0.0
CCOc1ccc(Cc2c(O)[nH]c(=O)[nH]c2=O)cc1 | -6.5 | 0.5 | 1.1 | -1.1 | -1.9 | -2.7 | 0.6 | -1.4 | -3.9
CN1CC(C(=O)c2ccccc2)C(C(=O)c2ccccc2)C1 (stereo not drawn) | 12.6 | -0.9 | -1.3 | -0.5 | 6.9 | 0.2 | 3.0 | -4.2 | -0.2
CCCc1nc2ccccc2c(=O)n1-c1ccc(O)cc1 | 15.9 | 0.8 | 0.4 | -0.7 | 23.3 | -2.2 | 3.9 | 0.8 | -0.1
CC1=C(C(=O)N2CCC3(CC2)OCCO3)C2(CCC(C)CC2)OC1=O (stereo not drawn) | 3.9 | 0.0 | 0.7 | -2.4 | -1.4 | -9.8 | 2.2 | -3.6 | -2.2
Cn1c(=O)c2c(nc(N/N=C/c3c(O)n(C4CCCCC4)c(=S)[nH]c3=O)n2C)n(C)c1=O | 24.8 | 0.8 | 0.3 | 0.0 | 41.8 | -6.2 | -3.6 | -2.9 | -1.1
CCCCn1c(O)c(C=NCCCn2ccnc2)c(=O)[nH]c1=O | 2.9 | 0.7 | 0.5 | 1.3 | -3.7 | 7.6 | 0.8 | -2.3 | 3.5
O=C(COC(=O)Cc1ccccc1)Nc1cc(S(=O)(=O)N2CCOCC2)ccc1N1CCCC1 | -4.2 | -0.2 | -1.6 | 1.3 | -7.0 | -2.8 | 2.3 | -1.8 | 2.9
COC(=O)C1=Nc2ccccc2/C1=C\c1c(O)n(-c2cc(OC)ccc2OC)c(=O)[nH]c1=O | 16.0 | 2.9 | 1.1 | 0.5 | 14.3 | -4.3 | 1.2 | -0.2 | 2.0
CC1CN=C(Nc2ccccc2)S1 (stereo not drawn) | 28.4 | -0.2 | -1.2 | 4.4 | -0.7 | 4.3 | -3.3 | -2.2 | -0.8
OC1C2CN3CN(C2)CC1(c1ccccc1)C3 (stereo not drawn) | 10.4 | 1.2 | 0.6 | 4.8 | 15.2 | 6.2 | -1.3 | -4.8 | 1.0
